Screening results as filed in PubChem.
Mdm2 MdmX PPI – human Mdm2/MdmX binding inhibition | 330,000 compounds, 3% hits | inhibition, % at 8 µM | AID 485346 | SaOS-2 split-luciferase Mdm2/MdmX complementation, luminescence | O15151+Q00987;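 active means inhibition of at least 50% at 8 µM in the primary screen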
CXCR6 inh – blocks human CXCR6 beta-arrestin recruitment; AID 602244; O00574; 360,000 compounds, 0.36% hits; CHO-K1 PathHunter CXCR6 beta-arrestin, luminescence; inhibition, % at 20 µM; in the data active means inhibition above about 34%, passing the limit was not always enough;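 further: antagonist mode with CXCL16 agonist at 10 nM final; 0% = 10 nM CXCL16 with DMSO and 100% = unstimulated wells without agonist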
Target sequence (O00574 whole entry, looked up): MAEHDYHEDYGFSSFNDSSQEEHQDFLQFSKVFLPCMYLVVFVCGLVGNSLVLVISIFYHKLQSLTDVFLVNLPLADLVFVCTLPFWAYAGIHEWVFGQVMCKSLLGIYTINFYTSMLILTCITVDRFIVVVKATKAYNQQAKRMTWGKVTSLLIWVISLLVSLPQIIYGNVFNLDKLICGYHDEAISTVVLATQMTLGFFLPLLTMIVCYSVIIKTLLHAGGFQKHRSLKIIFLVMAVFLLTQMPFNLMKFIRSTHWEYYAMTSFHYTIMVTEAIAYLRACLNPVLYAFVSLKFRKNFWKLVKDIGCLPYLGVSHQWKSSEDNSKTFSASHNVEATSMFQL
CCR6 antagonist – CCR6 (human) receptor antagonism. CHO-K1 CCR6 PathHunter beta-arrestin, luminescence, CCL20-stimulated. inhibition, % at 20 µM. 340,000 compounds, 0.49% hits. AID 493098;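 active means compounds whose inhibition of the agonist-driven luminescence signal at 20 µM reaches about 50%, limit read from the data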;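 further: cells stimulated with CCL20 at 14 nM final; plate controls were DMSO with CCL20 for no effect and DMSO without agonist for full effect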
Target sequence (P51684 whole entry, looked up): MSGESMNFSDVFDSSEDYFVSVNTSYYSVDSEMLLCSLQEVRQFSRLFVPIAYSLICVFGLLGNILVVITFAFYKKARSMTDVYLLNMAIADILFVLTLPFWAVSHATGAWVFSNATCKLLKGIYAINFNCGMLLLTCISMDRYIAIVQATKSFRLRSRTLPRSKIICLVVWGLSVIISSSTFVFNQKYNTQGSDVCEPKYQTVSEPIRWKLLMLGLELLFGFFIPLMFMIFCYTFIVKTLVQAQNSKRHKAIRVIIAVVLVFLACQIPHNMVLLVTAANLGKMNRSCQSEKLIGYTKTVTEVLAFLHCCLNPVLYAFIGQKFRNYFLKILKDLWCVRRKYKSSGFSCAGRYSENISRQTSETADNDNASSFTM
Jurkat NFkB inh – inhibitors of the PMA/ionomycin-induced NF-kB reporter in Jurkat cells. PMA/ionomycin-induced NF-kB luciferase reporter, luminescence. inhibition, % at 4 µM. 330,000 compounds, 0.53% hits. AID 435003; in the data active means inhibition above about 50%
697 NFkB inh – inhibitors of the PMA/ionomycin-induced NF-kB reporter in 697 B cells; 697 B-cell NF-kB luciferase reporter, 16 h; inhibition, % at 4 µM; 330,000 compounds, 0.33% hits; in the data active means inhibition above about 35%
EBI2 antag – antagonists of human EBI2 receptor | EBI2 beta-arrestin recruitment, luminescence, 7a,25-OHC stimulated | P32249 | 360,000 compounds, 0.81% hits | inhibition, % at 5 µM | AID 651636; in the data active means inhibition above about 38%;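 further: enzyme fragment complementation signal reports receptor beta-arrestin coupling in cells; 0% = agonist plus DMSO wells and 100% = wells without agonist; some results beyond the cut were filed as inactive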
Target sequence (P32249 whole entry, looked up, the tested form may be a part): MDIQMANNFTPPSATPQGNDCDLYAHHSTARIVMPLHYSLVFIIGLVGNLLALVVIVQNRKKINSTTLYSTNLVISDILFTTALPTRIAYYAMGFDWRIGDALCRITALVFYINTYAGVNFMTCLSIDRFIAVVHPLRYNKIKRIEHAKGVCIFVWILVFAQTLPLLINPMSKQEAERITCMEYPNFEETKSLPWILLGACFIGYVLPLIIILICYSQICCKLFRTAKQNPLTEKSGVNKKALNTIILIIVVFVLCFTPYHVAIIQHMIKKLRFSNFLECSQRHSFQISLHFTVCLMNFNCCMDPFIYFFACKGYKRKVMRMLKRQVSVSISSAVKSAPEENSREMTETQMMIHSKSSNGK
Gli-Sufu antag – blocks Gli-Sufu signaling in a luciferase reporter; inhibition, % at 5 µM; AID 588413; 340,000 compounds, 0.74% hits; Sufu-KO-LIGHT fibroblasts, Gli luciferase reporter luminescence;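 active means inhibition above about 55%, limit read from the data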;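 further: 0% = DMSO-treated cells and 100% = wells with medium but no cells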
UPR XBP1 act – activators of adaptive arm of unfolded protein response (XBP1); CHO-XBP1 luciferase reporter, IRE1-XBP1 UPR activation, luminescence; percent of tunicamycin response, DMSO as zero; activation, % at 20 µM; 330,000 compounds, 0.33% hits;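 active means versus positive control, 20 µM dose yields 30% or more activation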;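 further: 100% = tunicamycin at 10 µg/mL and 0% = DMSO only wells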
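assay system = CHO-XBP1 luciferase reporter cells | amount = 1000 cells/well | buffer or medium = F12 plus 10% FBS | compound dosing = single point, 20 µM final compound, 1% DMSO | incubation = 16-18 h cell attachment at 37 °C, then 6 h compound exposure | detection = Steady-Glo luminescence read | controls = tunicamycin 10 µg/mL and vehicle-only wells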
CHOP UPR activ – apoptotic UPR (CHOP) activation | CHO-CHOP luciferase reporter, luminescence; percent of tunicamycin response over DMSO baseline | activation, % at 10 µM | 330,000 compounds, 0.34% hits | AID 449763;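 active means at 10 µM dose, activation of 40% or more, normalized to positive control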;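 further: 100% = tunicamycin at 10 µg/mL and 0% = DMSO alone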
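System: CHO CHOP reporter cells. Amount: 500 cells per well. Buffer or medium: F12 medium, 10% FBS. Compound dosing: one dose, 10 µM in 0.5% DMSO. Incubation: 6 h compound exposure at 37 °C after overnight seeding. Technique: Steady-Glo luciferase luminescence. Benchmarks: tunicamycin and DMSO controls.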
Starred values were filed as active, the others as inactive; nt = not tested or not shown.

SMILES	Mdm2 MdmX PPI	CXCR6 inh	CCR6 antagonist	Jurkat NFkB inh	697 NFkB inh	EBI2 antag	Gli-Sufu antag	UPR XBP1 act	CHOP UPR activ
O=C(Cc1ccc(F)cc1)NCCc1ccc(F)cc1	14	-3	14	10	15	7	-22	-1	-1.3
CC(C)(C)CN1CCN(Cc2nc(-c3ccc(F)cc3)cs2)CC1CCO (stereo unspecified)	3	2	-7	24	-67	6	9	-2	1.5
Cc1ccc(O)c(C2=Nc3ccccc3C2(C)C)c1	-37	6	17	-49	-75	-2	-57	5	3.1
O=C(NCc1ccco1)c1cc(-c2ccc(Cl)cc2)on1	15	-8	-1	-68	-46	-3	-47	-2	1.1
COc1ccc(C(=O)Nc2cccc(-c3cnc4ccccc4n3)c2)cc1	7	3	0	-10	-63	-2	-37	6	2.0
CCOc1ccc(C(=O)/C=C/c2cn(CN3CCN(C)CC3)c3ccccc23)cc1	-60	5	11	9	-45	36	-4	3	2.3
O=C1CCN(Cc2ccccc2)C=C1C(=O)c1ccccc1	nt	1	-14	nt	nt	-6	-13	nt	nt
CN(C)c1ccc(/C=C(\NC(=O)c2ccccc2)C(=O)NCCCN2CCOCC2)cc1	-18	-2	-7	-7	9	0	-9	-5	-1.2
CCN(CC)C(=O)COc1ccc(C=O)cc1OC	13	2	6	0	-20	-12	-2	1	-0.3
COCCn1c(=O)[nH]c2cc(C(=O)Nc3nnc(C)s3)ccc21	0	3	10	-17	-7	-16	-24	-4	4.6
Cc1cc(NC(=O)COC(=O)CCS(=O)(=O)c2cc(Cl)ccc2Cl)no1	12	3	12	13	18	9	7	-5	0.6
CC(C)(C)OC(=O)NC1CNNC1=O (stereo unspecified)	-8	-12	-9	-7	18	-3	0	-3	5.5
COc1ccc(C(NC(=O)CC(C)C)NC(=O)CC(C)C)cc1OC	-3	-17	12	-6	-36	2	5	-3	0.2
O=S(=O)(Nc1nc2ccccc2nc1Nc1ccc2c(c1)OCCO2)c1cccs1	0	-5	-11	4	-24	-1	4	1	2.9
Cc1ccc(C2c3c(C)nn(-c4ccc([N+](=O)[O-])cc4)c3N=C3C(=O)Nc4ccccc4N32)cc1 (stereo unspecified)	31	nt	nt	26	13	nt	nt	-2	5.5
CN=c1scc(-c2ccc(Cl)cc2)n1C	1	-4	4	5	-25	-3	7	-1	2.2
Cc1nnc(N(Cc2ccco2)C(=O)c2cccc(C#N)c2)s1	2	-2	0	-9	-7	2	-8	1	-0.6
CC1=C(C(=O)NCc2ccco2)C2(CCC(C)CC2)OC1=O (stereo unspecified)	21	-3	15	6	3	1	-3	2	1.9
CC(=O)Oc1ccc2c(c1)cc(C)n2C	-1	-2	11	-17	-26	-14	3	0	0.3
CN1CCN(S(=O)(=O)c2ccc(-c3ccc(Cl)cc3)cc2)CC1	11	-7	11	-2	-2	3	-4	-1	-0.3
CS(=O)(=O)N1CCC(C(=O)Nc2cccc(F)c2)CC1	15	-1	14	10	8	9	1	-2	0.1
COc1cc(S(=O)(=O)Nc2cccc3cn[nH]c23)c(OC)cc1Cl	30	-1	-10	1	9	1	5	-3	0.5
COc1cc(OC)c2c(O)c3c(c(-c4c5c(c(O)c6c(OC)cc(OC)cc46)CO[C@@H](C)[C@H]5O)c2c1)[C@H](O)[C@H](C)OC3	2	-2	30	5	2	-3	9	-1	0.8
O=C(CCc1ccccc1)Nc1nc2n(n1)C(c1ccccc1)CC(=O)N2 (stereo unspecified)	10	11	12	3	12	-2	0	-4	-1.4
C#CCSc1nnc(C)c(C)n1	-34	-5	3	-6	12	-15	3	-2	0.2
CC(=O)Nc1ccc2nc(-c3ccco3)[nH]c2c1	-13	-5	-4	-25	11	-2	32	2	4.4
O=C1c2cc(S(=O)(=O)NCCO)ccc2-c2ccc(S(=O)(=O)NCCO)cc21	-29	-4	5	15	18	-12	-3	-1	-0.4
COc1cccc(NC(=O)CCc2c(C)nc3nc(CNC(=O)c4cccc(F)c4)nn3c2C)c1	-1	5	7	-8	10	-12	2	-5	-0.7
O=C(c1sc2ccccc2c1Cl)N(Cc1cccs1)C1CCS(=O)(=O)C1 (stereo unspecified)	-6	9	9	-4	6	4	0	1	2.7
COc1cccc(OC)c1OCCN(C)C	-4	1	-19	-7	6	4	-5	1	1.5
COCCNC(=O)c1ccc2c(c1)nc(C)n2-c1cccc(F)c1	17	-4	-3	6	17	1	0	-4	2.4
COc1ccccc1C(=O)n1nc(C)cc1C	-11	-3	-11	7	16	-4	-1	-2	-1.2
CN(C)C1=NC(=O)/C(=C\c2ccccc2)S1	-24	-7	-17	13	13	-4	-1	1	-1.8
Cc1cc(C)n(-c2ccc(C(=O)Nc3cc(C(F)(F)F)ccc3N3CCOCC3)cc2)n1	13	12	-14	15	14	-2	-2	-4	-0.5
CN(C)C(CNC(=O)c1ccc(C2SCCS2)cc1)c1ccccc1 (stereo unspecified)	-5	10	15	-31	-8	-1	-20	0	6.4
CO/N=C/C(C#N)c1ncc(C(F)(F)F)cc1Cl (stereo unspecified)	-4	3	11	-6	-4	-3	25	0	-0.9
COc1cc(C(=O)NCC(=O)N2CC=C(c3ccccc3)CC2)cc(OC)c1OC	12	3	14	6	21	-9	-1	-3	0.2
COc1ccccc1N1CCN(C(=O)c2ccc(CN3CCc4ccccc4C3)cc2)CC1	4	3	4	-10	0	0	10	-1	-0.1
Cc1nn(Cc2ccccc2)c(C)c1NC(=O)CCCn1nc(C)c([N+](=O)[O-])c1C	-8	-6	8	-2	5	0	-7	-2	0.3
O=C(NCCc1ccccc1)c1ccc2[nH]c(=O)c(=O)[nH]c2c1	16	-1	9	6	0	-10	-9	-5	1.2
CCOC(=O)CC1C(=O)NCCN1C(=S)Nc1ccccc1 (stereo unspecified)	-8	-6	-6	-3	2	-6	-2	-2	-1.2
COC(=O)CCCCCCCC(=O)Nc1nnc(C(F)(F)F)s1	9	4	-10	1	17	-5	5	1	6.7
COc1ccc(OCc2ccc(/C=N\NC(=O)c3sccc3C)o2)cc1	21	3	11	-3	-35	5	-34	-3	3.0
COc1ccc(N2C(=O)CC(C#N)=C2N)cc1	31	-2	-2	10	26	-4	1	0	1.5
O=C(O)C12CC3CC(C1)CC(n1cnc(Cl)n1)(C3)C2	15	-12	-8	-10	6	-4	1	-4	-2.6
CC1CCCCN1CCCNc1ccc(C(CC(N)=O)NC(=O)Cc2cccc3ccccc23)cc1[N+](=O)[O-] (stereo unspecified)	17	-3	4	0	9	0	-5	-1	-0.5
Cc1cc(-c2nnc3n2N=C(c2ccccc2Br)CS3)n[nH]1	24	-4	1	-5	11	-9	31	-1	-1.2
CN(C)c1ccc(NC(=O)Nc2cccc3ccccc23)cc1	-20	-1	10	-30	15	-6	-31	-2	4.7
O=C(c1ccc2c(=O)n3c(nc2c1)CCCCC3)N1CCCCC1	-27	4	14	-1	-4	-16	-5	-3	-0.4
S=C1NCN(Cc2cccnc2)CN1	21	-10	-2	-1	13	-7	4	0	-1.0
Cc1cccc(-c2c3c(=O)n(C)c(=O)n(C)c3cn2-c2ccc(O)cc2)c1	16	5	16	-5	17	-7	5	0	1.1
C=CCNC(=S)Nc1cc(Cl)ccc1OC	-6	2	7	13	2	-7	8	-2	0.6
Cc1ccc(OCc2cccc(S(=O)(=O)N(C)C)c2)c([N+](=O)[O-])n1	-9	-1	-2	5	-4	1	20	3	1.3
COc1ccc(NC(=O)CN(C)C(=O)c2ccc(NS(=O)(=O)c3cccc([N+](=O)[O-])c3)cc2)cc1	11	-6	15	-2	15	-9	-4	-4	0.8
COc1cc(OC)nc(NC2OC(=O)c3ccccc32)n1 (stereo unspecified)	18	-2	-1	4	5	-8	5	-1	-3.6
Oc1cc(Cc2ccccc2)cnc1CN1CCCCC1	16	-7	1	3	2	-8	-2	1	0.2
Cc1nnc(SC(C)C(=O)Nc2sc3c(c2C#N)CCCC3)[nH]c1=O (stereo unspecified)	6	7	1	3	4	-5	4	3	-0.6
COc1cccc(NC(=O)CN(C)C(=O)c2cc3c(s2)CCC(C)C3)c1 (stereo unspecified)	2	10	8	4	-7	3	-3	-2	0.8
N#Cc1c(-c2ccco2)nc(SCC(=O)Nc2ccc(S(N)(=O)=O)cc2)[nH]c1=O	14	nt	nt	1	14	nt	nt	-4	-1.8
Cc1ccc(C)c(NC(=O)C(Sc2nc3ccccc3c(=O)n2CC(C)C)c2ccccc2)c1 (stereo unspecified)	84*	0	-10	65*	-16	-44	nt	-3	3.4

Additional entries.
SMILES	Mdm2 MdmX PPI	CXCR6 inh	CCR6 antagonist	Jurkat NFkB inh	697 NFkB inh	EBI2 antag	Gli-Sufu antag	UPR XBP1 act	CHOP UPR activ
Cc1ccccc1C(=O)Nc1nnc(SCC(=O)NCc2ccco2)s1	-21	-10	12	-16	-5	9	-53	-7	2.6
COc1ccc(NC(=O)C(=O)NCCN2CCN(C(=O)c3ccco3)CC2)cc1	19	0	2	-4	13	12	-7	-2	2.2
O=C(Cn1nc(-c2ccccc2)c2ccccc2c1=O)NCC1CCCO1 (stereo unspecified)	18	6	-3	-3	17	4	2	0	-0.5
O=C(N/N=C/c1ccc(Cl)c(Cl)c1)c1ccc2nc[nH]c2c1	37	-10	-19	18	-53	-16	-13	1	3.4
Oc1c(C(c2ccco2)N2CCOCC2)sc2ncnn12 (stereo unspecified)	-21	-3	1	-4	5	-4	0	-2	1.1
N#CCSc1n[nH]c2nc3c(c(=O)n12)C1(CCCCC1)Cc1ccccc1-3	12	0	-10	0	-16	6	23	-1	0.1
COC(=O)[C@]1(C)N[C@H](c2ccc(-c3cccc(Cl)c3)cc2)[C@@H]2C(=O)N(C)C(=O)[C@@H]21	-21	-19	17	-1	12	3	-3	-4	-1.2
CCCCOC(=O)Cn1c(-c2ccccc2)nc2ccccc2c1=O	10	-1	17	-2	-3	-22	-8	-2	-2.4
CC1CCN(C(=O)CSc2nnc(-c3cccnc3)n2C2CCCCC2)CC1	-4	-6	-6	9	9	-11	2	0	-2.0
Cc1ccc2c(c1)C1CC(C)(O2)N(c2cccc(C(=O)NCc3ccccn3)c2)C(=O)N1 (stereo unspecified)	7	-2	7	3	3	4	-12	-6	0.9
O=C(COC(=O)c1cccnc1)Nc1ccccc1	19	-1	-2	0	9	-8	7	1	-2.3
CCN(CC)S(=O)(=O)c1ccc(Nc2ccc(-c3ccc4c(c3)OCCO4)nn2)cc1	-13	0	-6	17	-54	49*	3	4	2.8
c1ccc(Cc2nnc3sc(-c4ccc5c(c4)OCCO5)nn23)cc1	-15	7	5	-33	-30	8	-36	-1	-0.7

Compound profiles, from the list above:
Results for COc1ccc(NC(=O)C(=O)NCCN2CCN(C(=O)c3ccco3)CC2)cc1 = Mdm2 MdmX PPI = 19; CXCR6 inh = 0; CCR6 antagonist = 2; Jurkat NFkB inh = -4; 697 NFkB inh = 13; EBI2 antag = 12; Gli-Sufu antag = -7; UPR XBP1 act = -2; CHOP UPR activ = 2.2
Results for Oc1c(C(c2ccco2)N2CCOCC2)sc2ncnn12 (stereo unspecified) = Mdm2 MdmX PPI = -21; CXCR6 inh = -3; CCR6 antagonist = 1; Jurkat NFkB inh = -4; 697 NFkB inh = 5; EBI2 antag = -4; Gli-Sufu antag = 0; UPR XBP1 act = -2; CHOP UPR activ = 1.1
